PMI activator: phosphomannose isomerase (human) activation; purified human PMI, coupled resazurin fluorescence, 20 min; active compounds read high; 1 = vehicle control, 0 substrate-free wells; activation factor at 20 µM; 190,000 tested, 0.005% active;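 active = activation factor of 2 or more at 20 µM, relative to plate controls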
Target sequence (P34949 whole entry, looked up): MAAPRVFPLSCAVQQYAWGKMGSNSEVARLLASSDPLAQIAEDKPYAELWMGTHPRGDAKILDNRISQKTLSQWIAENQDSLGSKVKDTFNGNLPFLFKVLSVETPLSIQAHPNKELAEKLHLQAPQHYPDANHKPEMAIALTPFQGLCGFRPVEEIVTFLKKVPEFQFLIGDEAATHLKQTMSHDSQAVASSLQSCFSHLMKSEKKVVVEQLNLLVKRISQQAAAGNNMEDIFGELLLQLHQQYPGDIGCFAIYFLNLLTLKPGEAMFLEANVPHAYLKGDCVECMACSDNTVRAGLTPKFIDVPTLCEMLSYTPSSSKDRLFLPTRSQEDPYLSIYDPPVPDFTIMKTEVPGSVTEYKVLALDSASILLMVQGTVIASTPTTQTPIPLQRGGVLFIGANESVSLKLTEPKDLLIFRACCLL
SRC2 TRFRET art: TR-FRET artefact, counter-screen to PPARgamma/SRC-2 agonist assay; active compounds read high; TR-FRET ratio at 8 µM; 200,000 tested, 0.4% active; AID 1049; in the data active = TR-FRET ratio above about 2000; note: inactives centre near 1500
S1P3 antag: antagonists of human S1P3 receptor. Q99500. CHO S1P3 NFAT-BLA reporter, FRET fluorescence, antagonist mode. inhibition, % at 4.98 µM. 170,000 tested, 0.27% active. AID 485;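 active = inhibition above the plate cutoff, the mean inhibition of test wells on that plate plus 3 SD, cut at about 28% in these data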;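 note: cells challenged with S1P at its EC80 of 0.8 µM; blue over green emission ratio from cleaved BLA substrate after 4 h stimulation; 0% = S1P-stimulated wells and 100% = unstimulated DMSO-only wells; some compounds past the cut are filed as inactive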
PPARg SRC-1 ag: agonists of human PPARgamma SRC-1 coactivator recruitment; PPARgamma-SRC-1 coactivator recruitment biochemical assay; activation, % at 8 µM; 200,000 tested, 0.41% active; in the data active = activation above about 19%;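 note: 0% = DMSO and 100% = reference agonist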
Target sequence (P37231 whole entry, looked up): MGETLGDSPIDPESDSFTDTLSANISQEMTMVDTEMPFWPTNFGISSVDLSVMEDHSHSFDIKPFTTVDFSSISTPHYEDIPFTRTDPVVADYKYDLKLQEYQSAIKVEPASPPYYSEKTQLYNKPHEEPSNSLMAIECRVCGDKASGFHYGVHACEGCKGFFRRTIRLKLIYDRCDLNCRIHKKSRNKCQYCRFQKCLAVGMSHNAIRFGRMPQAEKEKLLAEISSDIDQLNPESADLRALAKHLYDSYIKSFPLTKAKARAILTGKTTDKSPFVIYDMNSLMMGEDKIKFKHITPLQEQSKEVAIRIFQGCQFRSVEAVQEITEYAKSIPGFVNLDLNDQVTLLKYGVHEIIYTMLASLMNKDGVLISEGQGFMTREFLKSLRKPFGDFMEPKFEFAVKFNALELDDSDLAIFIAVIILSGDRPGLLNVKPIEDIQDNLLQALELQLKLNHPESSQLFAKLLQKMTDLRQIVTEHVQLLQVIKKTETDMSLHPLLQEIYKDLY
PMI act hi M6P: PMI (human) activation, high substrate. activation factor at 20 µM. AID 1216. 190,000 tested, 0.34% active. P34949. coupled PMI enzyme assay, resazurin fluorescence, 20 min; active compounds read high; 1 = untreated enzyme, 0 = substrate-free blank;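 active = activation factor of 2 or more at 20 µM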
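assay system = human phosphomannose isomerase with PGI, G6PDH, diaphorase coupling enzymes | quantity = 15 ng/mL PMI | incubation = enzyme reaction with compound 20 min at room temperature | medium = HEPES pH 7.4 buffer with MgCl2 and Tween-20 | compound dosing = one concentration, 20 µM, in 1% DMSO | measured by = Diaphorase-driven resazurin-to-resorufin fluorescence, excitation 544, emission 590 nm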
PPARg SRC2 recr: promotes SRC-2 coactivator recruitment by human PPARgamma; PPARgamma LBD-SRC-2 recruitment, biochemical; 200,000 tested, 0.34% active; activation, % at 8 µM; in the data active = activation above about 22%;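 note: 0% = vehicle and 100% = reference agonist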
G6PDH CS: counter-screen for G6PDH assay hits: L. mesenteroides G6PDH inhibition. 200,000 tested, 0.12% active. inhibition, % at 5 µM. AID 1020. Purified L. mesenteroides G6PDH, diaphorase/resazurin coupled fluorescence, 45 min; in the data active = inhibition above about 50%
Diaphorase act: counter-screen for diaphorase-based assays: diaphorase activators and chemical reducers | Diaphorase/resazurin coupled assay, resorufin fluorescence, 16 min; active compounds read high; 1 = vehicle wells, 0 = NADH-free wells | activation factor at 20 µM | 190,000 tested, 0.005% active;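 active = diaphorase activity raised at least twofold by the compound at 20 µM; inactive = activation factor below 2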
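Material: purified diaphorase enzyme from Clostridium kluyveri / Medium: HEPES pH 7.4 buffer with MgCl2 and Tween 20 / Schedule: enzyme reaction of 16 min at room temperature / Measured by: resorufin fluorescence, excitation 544 nm, emission 590 nm / Evaluation: rise in resorufin formation, marking diaphorase activation or chemical reduction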
ROMK primary: modulators of human ROMK potassium channel. P48048. Tet-inducible ROMK, thallium flux fluorescence; actives lie on both sides. B-score at 10 µM. 130,000 tested, 2% active;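 active = signal ratio slope over the read window, or its plate-corrected B-score, at least 3 SD from the plate mean, either direction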;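 note: B-score of the F/F0 ratio slope over 7 to 12 s after thallium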
PPARg SRC-3 ag: promotes SRC-3 coactivator recruitment by human PPARgamma; activation, % at 8 µM; 200,000 tested, 0.26% active; P37231; biochemical PPARgamma/SRC-3 coactivator recruitment assay; AID 731; in the data active = activation above about 23%;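 note: 0% = DMSO and 100% = reference agonist; some compounds past the cut are filed as inactive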
Diaph inh CS: inhibits diaphorase or chemically oxidizes, flagging diaphorase assay artifacts; diaphorase resazurin-to-resorufin fluorescence, NADH, 16 min; bacterial (C. kluyveri) enzyme, not human; inhibition, % at 20 µM; 190,000 tested, 0.69% active;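 active = primary screen inhibition at 20 µM above a set limit, cut at about 50% in these data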;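 note: plate controls were DMSO with full reaction for no effect and wells lacking NADH for full effect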
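Test system: diaphorase enzyme from Clostridium kluyveri; amount: diaphorase at 0.14 U/mL in enzyme working solution; detection: fluorescence of resorufin formed from resazurin, Ex 544/Em 590 nm; times: reaction incubation of 16 min at room temperature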
* = called active by the depositor; x = not tested or not shown.

SMILES	PMI activator	SRC2 TRFRET art	S1P3 antag	PPARg SRC-1 ag	PMI act hi M6P	PPARg SRC2 recr	G6PDH CS	Diaphorase act	ROMK primary	PPARg SRC-3 ag	Diaph inh CS
Cc1ccc2[nH]c3c(N4CCN(Cc5ccccc5)CC4)ncnc3c2c1	1	1476	x	4	1	3	2	1	-0.65	-2	3
O=C1NC(c2ccccc2)=C(c2nc3ccccc3s2)C(c2ccc(O)cc2)N1 (centres undefined)	0.9	1490	x	1	1	9	1	0.9	0.21	-5	15
Cc1nn(-c2ccccn2)c2c1C(c1ccncc1)C1=C(CC(C)(C)CC1=O)N2 (centres undefined)	0.9	1594	x	6	0.9	-1	-6	0.9	-0.82	0	13
O=c1[nH]c2ccc(S(=O)(=O)N3CCCCC3)cc2[nH]1	1	1529	-20	9	1.1	6	7	1.1	-0.075	-14	-9
COCCCNC(=S)Nc1cccc2ncccc12	0.9	1560	-16	8	0.5	1	12	0.8	0.59	2	19
CNC(=S)N(CCc1c(C)[nH]c2ccc(OC)cc12)Cc1cc(OC)c(OC)c(OC)c1	1	1345	1	-3	1	-5	13	0.9	0.045	2	12
O=C(NC1CCCC1)C(c1ccc(N2CCOCC2)cc1)N(Cc1ccco1)C(=O)c1ccco1 (centres undefined)	1	1687	-1	12	1	2	3	1	x	1	-3
CCOCCCNC(=O)c1ccc(N2CCOCC2)c(NS(=O)(=O)c2ccc(OC)cc2)c1	1	1518	-23	-6	1	3	6	0.9	0.27	0	9
COC(=O)c1ccc(Cn2cnc3c(cnn3-c3ccc(C)c(C)c3)c2=O)o1	1	1624	-37	2	1	1	8	0.9	-0.75	0	13
CC1=C(Sc2nc3ccccc3[nH]2)C(=O)NC(C)(C)C1	1.1	1725	-4	-1	1	8	3	0.9	x	3	10

5 entries picked at random from those above, as already listed:
SMILES	PMI activator	SRC2 TRFRET art	S1P3 antag	PPARg SRC-1 ag	PMI act hi M6P	PPARg SRC2 recr	G6PDH CS	Diaphorase act	ROMK primary	PPARg SRC-3 ag	Diaph inh CS
O=c1[nH]c2ccc(S(=O)(=O)N3CCCCC3)cc2[nH]1	1	1529	-20	9	1.1	6	7	1.1	-0.075	-14	-9
CNC(=S)N(CCc1c(C)[nH]c2ccc(OC)cc12)Cc1cc(OC)c(OC)c(OC)c1	1	1345	1	-3	1	-5	13	0.9	0.045	2	12
CC1=C(Sc2nc3ccccc3[nH]2)C(=O)NC(C)(C)C1	1.1	1725	-4	-1	1	8	3	0.9	x	3	10
CCOCCCNC(=O)c1ccc(N2CCOCC2)c(NS(=O)(=O)c2ccc(OC)cc2)c1	1	1518	-23	-6	1	3	6	0.9	0.27	0	9
Cc1nn(-c2ccccn2)c2c1C(c1ccncc1)C1=C(CC(C)(C)CC1=O)N2 (centres undefined)	0.9	1594	x	6	0.9	-1	-6	0.9	-0.82	0	13

Later entries.
SMILES	PMI activator	SRC2 TRFRET art	S1P3 antag	PPARg SRC-1 ag	PMI act hi M6P	PPARg SRC2 recr	G6PDH CS	Diaphorase act	ROMK primary	PPARg SRC-3 ag	Diaph inh CS
Cc1ccc(NC(=O)CCC(=O)OCC(=O)c2ccc(-c3ccccc3)cc2)cc1	1.3	1799	x	3	1.3	1	1	1.1	-0.47	15	-8
Cc1cccc(N2CCN(C(=O)C(NS(=O)(=O)c3cccs3)c3ccccc3)CC2)c1C (centres undefined)	1	1679	x	2	1	7	2	0.9	-0.0055	2	8
COc1cc(Br)cc2cc(C(=O)N3CCCCC3C)c(=O)oc12 (centres undefined)	1	1618	14	-5	1	-8	-4	0.9	x	0	11
Nc1cccc(-c2nc3ccccc3[nH]2)c1	1	1752	-3	4	1	21	1	1	0.23	5	1
Cc1ccc(S(=O)(=O)CC(=O)c2ccc(C(C)(C)C)cc2)cc1	0.9	1551	x	4	0.9	2	0	0.9	-0.13	3	13
CCOC(=O)C1=C(CN2CCC(C)CC2)NC(=O)NC1c1ccc(Cl)cc1 (centres undefined)	0.9	1513	13	-4	0.9	5	-7	0.8	-0.74	13	17
COc1ccccc1NC(=S)NCCc1c[nH]c2ccccc12	0.9	1588	x	-3	0.9	8	8	0.8	x	5	20
CCCNC(=O)C(=O)N/N=C/c1ccc(OCc2ccccc2)cc1	1.1	1311	-9	-4	0.9	-3	5	1	0.11	-4	1
O=C(Nc1ccc(Cc2ccncc2)cc1)c1cccc([N+](=O)[O-])c1	0.8	1701	-2	1	0.8	5	10	0.8	x	5	20
CCCn1c2ccccc2c2nnc(SCC(=O)Nc3nnc(CC(=O)OCC)s3)nc21	1.1	1667	x	1	1.1	4	-4	0.9	1.1	3	7
CCOC(=O)N1c2ccccc2Sc2ccccc21	0.9	1340	-9	-9	0.9	-2	10	0.8	0.26	1	21
CCOC(=O)Cc1csc(NC(=O)COc2ccc(C)c(C)c2)n1	x	1641	1	4	x	11	12	x	0.11	-2	x
Cc1ccc2c(CSc3nncn3C)cc(=O)oc2c1C	1.1	1691	-4	3	1.1	4	1	0.9	0.92	0	13
O=C(Cn1nc(-c2cccc(Cl)c2)ccc1=O)Nc1cccnc1	1.1	1353	5	-2	1.1	-1	3	1	x	-5	-1
CCOc1ccc(NS(=O)(=O)c2ccc(NC(=O)c3cccnc3)c(OC)c2)cc1	1	1590	-19	-1	1	1	-3	1	-0.96	-3	4
COC(=O)c1sc(S(=O)(=O)NC(C)C(=O)O)c(C(=O)OC)c1C (centres undefined)	1.1	1418	-4	10	1.1	-6	-3	1	1.5	0	0
COC(=O)c1ccc(-c2n[nH]c(=O)c3ccccc23)cc1	1.1	1495	-15	-7	0.9	-2	-3	0.9	x	1	7
O=C(Nc1nnc(Cc2ccc(Cl)cc2)s1)c1cccs1	0.9	1580	x	10	0.9	-2	-17	0.9	x	4	7
O=C(CN(c1ccc2c(c1)OCCO2)S(=O)(=O)c1ccccc1)NCC1CCCO1 (centres undefined)	1	1205	7	1	1	2	6	1.1	x	-7	-6
Cc1cc(SCC(=O)N(C)CC(=O)Nc2ccc(F)cc2)nc2ccccc12	1	1745	-1	-6	1	-3	-13	0.9	x	2	9
CCCCC1CC1C(=O)Nc1ccc(OC)c(OC)c1 (centres undefined)	0.8	1522	x	-1	0.9	3	-12	0.9	0.36	4	12
CNC(=O)COC(=O)/C=C/c1ccc(F)cc1	1	1808	6	3	1	14	4	0.9	0.72	-1	6
Cc1cc(OC(=O)c2cc(Cl)nc3ccccc23)ccc1Cl	1	1495	x	4	1	10	13	0.9	0.49	5	9
C=CCN(c1cccc(C(F)(F)F)c1)S(=O)(=O)c1cccc(C(=O)OCC(=O)Nc2ccccc2)c1	0.9	1712	-3	5	0.8	-3	17	0.8	x	6	21
O=C1CC(c2ccccc2)CN1C(=O)c1ccccc1 (centres undefined)	1	1460	19	2	1	-4	2	0.9	-0.4	8	6
CC(C)C(=O)N(Cc1ccccc1)c1ccccn1	1	1489	x	2	1	3	15	1	1.1	-3	0
O=[N+]([O-])c1cccc(CSc2nc3ccccc3[nH]2)c1	0.9	1592	3	3	1	5	-16	0.9	x	-4	14
COc1ccc(-c2nc3scc(-c4ccccc4)n3n2)cc1	0.9	1446	4	-2	0.9	-4	-6	0.8	x	13	16
O=C(COc1ccccc1Cl)NC(=O)NC1CCCC1	1	1507	23	-5	1	0	0	0.8	x	3	16
S=c1[nH]nc(-c2cccs2)n1/N=C/c1cccs1	0.9	1492	1	14	0.9	2	-6	0.5	-1.4	5	51*
O=C(Cn1c(=O)n(CC2CCCO2)c(=O)c2ccccc21)N1CCN(c2ccccc2)CC1 (centres undefined)	0.9	1514	-45	3	0.9	0	3	0.8	x	0	17
CCOC(=O)Cn1c(C)cc(=O)c2ccccc21	0.9	1445	x	-2	0.6	5	7	0.8	x	-14	16
CCN(Cc1cc(=O)n2ccsc2n1)Cc1nc2ccccc2c(=O)[nH]1	1.1	1536	-9	-4	1	2	10	0.9	1.4	-2	8
CC(C)CC(c1nnnn1Cc1ccc(F)cc1)N1CCC(C(N)=O)CC1 (centres undefined)	1	1480	-4	-8	0.9	-4	-2	0.8	0.77	-3	16
Cc1cc(C)cc(C(=O)O/N=C(\N)c2ccc(Br)cc2)c1	1	1586	x	-2	1	-8	-1	1	x	1	-1
S=C1SCN(Cc2ccccn2)CN1Cc1ccco1	0.6	1567	x	1	0.7	-1	9	0.9	x	1	12
NC(=O)CC12CC3CC(C1)CC(CC(N)=O)(C3)C2	0.9	1750	x	6	1	7	2	0.8	2.7	7	20
COc1ccc(-n2nc(C(=O)O)nc2-c2ccccc2)cc1	1	1480	x	5	1	0	0	0.8	0.53	8	15
CCOC(=O)C1=C(O)/C(=C\c2cccc(OC)c2)N=C1C	1.1	1570	x	0	1.1	2	2	1	x	-3	-1
CC(C)CCNC(=O)NC(=O)CSc1nnc(-c2ccccc2F)n1N	0.9	1411	-16	-2	1	14	22	0.9	-0.66	3	6
Cc1cc(C)n2c(SCC(=O)N(CC(C)C)c3c(N)n(CC(C)C)c(=O)[nH]c3=O)nnc2n1	1.1	1635	18	6	1.2	11	-4	0.9	0.67	4	6
CCOC(=O)Cc1cnc(NC(=O)CSc2nc(N)cc(=O)[nH]2)s1	1	1580	-10	2	0.9	8	7	0.9	-0.17	3	13
CCOC(=O)Cc1csc(NC(=O)CSc2nnc(-c3ccc(F)cc3)o2)n1	1.1	1782	-5	10	1.1	2	4	0.9	0.42	7	12
CCN(CC(=O)NC1CCS(=O)(=O)C1)Cc1nc2c(Br)cc(Br)cc2c(=O)[nH]1 (centres undefined)	1	1900	6	10	1	14	3	0.8	0.51	6	16
Cc1ccc(NC(=O)CCSc2ccccc2)c(C)c1	0.9	1491	-7	-10	0.6	3	10	0.8	-0.92	1	22
COc1ccc(CSc2nc3ccccc3c(=O)[nH]2)cc1F	1.1	1574	-3	8	1.1	6	0	1	-1.7	2	2
CCOC(=O)C1(CC2CCCCO2)CCN(Cc2nc(-c3cccs3)oc2C)CC1 (centres undefined)	1	1618	-7	5	1	4	10	0.4	-0.7	2	56*
O=C(O)C1CC=CCC1C(=O)c1ccccc1 (centres undefined)	0.9	1444	x	-2	0.9	3	2	0.8	3.4*	-2	15
FC(F)Oc1cccc2cccnc12	1	1605	-2	4	0.9	11	2	0.9	0.11	7	5
COc1ccc(C(C)NC(=O)c2ccccc2)cc1 (centres undefined)	1	1529	x	-1	1	2	16	0.9	1.6	-10	9
O=C(CSc1nnc(CCc2nc3ccccc3[nH]2)n1-c1ccccc1)NCc1ccco1	0.9	1656	-15	-1	0.9	-5	-4	0.9	x	-9	10
CC(=O)Cc1nsc(NC(=O)c2ccc(-c3ccc(Cl)cc3Cl)o2)n1	1.1	1567	x	1	1.1	-5	0	1	x	-5	-2

Compound activity as filed in PubChem BioAssay.
